mcGAS lum – cyclic GMP-AMP synthase inhibitors, mouse, primary biochemical chemiluminescence | Q8C6L5 | recombinant cGAS, Kinase-Glo ATP depletion luminescence | inhibition, % at 12.5 µM | 0.15% of 160,000 active | AID 1259399, 2018;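 also: 0% = negative control wells and 100% = reference inhibitor with no enzyme activity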
hcGAS inh – Primary biochemical luminescence assay for human cyclic GMP-AMP synthase inhibitors; Q8N884; recombinant h-cGAS, ATP depletion, Kinase-Glo luminescence; inhibition, % at 12.5 µM; 0.081% of 290,000 active; AID 1259398, 2018;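 also: 0% = vehicle reaction and 100% = reaction without DNA for no activity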
Target sequence (Q8N884 whole entry, looked up): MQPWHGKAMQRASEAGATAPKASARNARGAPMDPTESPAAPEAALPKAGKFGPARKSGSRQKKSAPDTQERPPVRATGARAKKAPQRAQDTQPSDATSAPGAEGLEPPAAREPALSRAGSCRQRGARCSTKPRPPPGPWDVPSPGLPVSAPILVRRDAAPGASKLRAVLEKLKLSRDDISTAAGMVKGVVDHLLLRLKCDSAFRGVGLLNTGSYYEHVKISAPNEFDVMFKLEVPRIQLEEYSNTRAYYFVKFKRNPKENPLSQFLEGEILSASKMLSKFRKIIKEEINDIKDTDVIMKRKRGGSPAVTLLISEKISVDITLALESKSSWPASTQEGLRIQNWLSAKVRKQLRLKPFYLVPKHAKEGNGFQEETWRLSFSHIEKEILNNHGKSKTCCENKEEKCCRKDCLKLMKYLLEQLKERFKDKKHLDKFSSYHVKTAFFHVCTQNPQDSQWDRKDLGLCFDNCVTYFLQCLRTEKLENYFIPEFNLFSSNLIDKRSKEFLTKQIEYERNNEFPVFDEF
NPYLR7 agonist – agonists of mosquito NPYLR7 receptor, primary screen, cell-based, Aedes aegypti, calcium fluorescence, mosquito biting behavior. AID 1259423, 2018. HEK293T NPYLR7/Galpha15, GCaMP6s calcium fluorescence. activation, % at 10 µM. 0.15% of 270,000 active. Aedes aegypti neuropeptide Y-like receptor 7 (NPYLR7); in the data active = activation above about 40%;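 also: 0% = vehicle and 100% = reference agonist at the receptor; some compounds past the cut are filed as inactive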
The depositor's hits bear a star; nt = no result given; & = joins results of further samples. Rule as the data show it, unless noted: active = inhibition above about 40%; inactive = the rest.

Values in the order: hcGAS inh, NPYLR7 agonist, mcGAS lum
CC1CCC(NC(=O)c2nccnc2N)CC1 (stereo not given)
→ -3, 0, -14
Cc1cc(C)n(-c2cc(NCCNC(=O)C3CCCC3)ncn2)n1
→ -5, -5, -7
CC1CC(C)CN(c2nc3nonc3nc2N2CC(C)CC(C)C2)C1 (stereo not given)
→ -7, 13, nt
C=CCOc1ccc(C(F)(F)F)cc1C(=O)NC1CCN(C)CC1
→ -9, 15, -17
CCN1C(=O)C2(SC(C)(C)CN2C(=O)c2ccco2)c2cc(F)ccc21 (stereo not given)
→ -8, 3, -6
O=C(c1ccco1)N1CCN(c2cc(Oc3ccc(Cl)cc3)ncn2)CC1
→ -3, 8, -6
CN(CCNC(=O)C1CC(=O)N(C2CCCC2)C1)S(C)(=O)=O (stereo not given)
→ -5, -2, -16
COc1ccc(C)cc1-n1c(C(C)N(Cc2ccccc2)C(=O)Nc2cccc(Br)c2)nc2ccccc2c1=O (stereo not given)
→ -4, nt, -4
CC1CN(CC(O)c2ccc(Cl)cc2)CCN1CC(O)c1ccc(Cl)cc1 (stereo not given)
→ 0, 3, 15
Cc1c(C(=O)NC(C)(C)CO)c(C(F)(F)F)nn1C1CCCN(C)C1 (stereo not given)
→ -7, 10, nt
CSCCCNC(=O)c1sc2cc3c(cc2c1Cl)OCO3
→ -2, -1, -3
Cc1cc(CCc2ccc(Cl)cc2)c(C(=O)O)s1
→ 2, -8, nt
CCOc1ccccc1N1CCN(C(=O)CSc2nc(Cl)cc(N3CCN(C(=O)c4cccc(OC)c4)C(C)C3)n2)CC1 (stereo not given)
→ 2, -10, 2
O=C1SC(c2ccccc2)=N/C1=C/c1ccco1
→ 1, 4, -5
Fc1cccc(F)c1CCC1CCCN(CCc2ccccn2)C1 (stereo not given)
→ -2, 1, -10
COC(=O)Cn1c(=NC(=O)c2ccc(C(C)=O)cc2)sc2cc(C)ccc21
→ -8, 3, nt
CN(C)c1ccc(CCC(=O)N2CCN(c3ccccc3)CC2)cc1
→ -5, 1, nt
CCOC(=O)c1cn[nH]c1C(F)F
→ -6, 11, -16
Cc1cnc(C(=O)NCc2ccc(C(=O)N(C)C)cc2)cn1
→ -10, 5, nt
CNS(=O)(=O)c1ccc(CN2CCN3CCNC(=O)C3C2)cc1 (stereo not given)
→ 1, 1, 6
CN1CCCC(CCNC(=O)CCC(=O)N2CCCCCC2)C1 (stereo not given)
→ 1, 5, nt
C=CCc1cc(C(=O)N2CC[C@H](O)[C@@H](O)C2)ccc1OC
→ -3, 22, -14
COc1ccc(C(=O)C(C)OC(=O)c2ccc(Cn3cccn3)cc2)cc1 (stereo not given)
→ -7, 2, nt
Cc1ccc(N=Cc2nc(-c3ccccc3)oc2O)c(Br)c1
→ -1, -8, -2
COc1ccccc1N1C(=O)CC(N2CCN(c3ccc(F)cc3)CC2)C1=O (stereo not given)
→ -10, -5, -7
CCN(Cc1nc(C(C)C)cs1)CC1CCCN(CCc2cccc(OC)c2)C1 (stereo not given)
→ -8, 2, -9
Cc1cccnc1CC(C)NC(=O)c1c(O)cccc1O (stereo not given)
→ -7, -3, -14
CCc1ncc(C(=O)N(C)CC2COc3ccccc3O2)cn1 (stereo not given)
→ -4, 6, nt
CN1CCC(Sc2nc3ncc(Br)cc3[nH]2)C1=O (stereo not given)
→ -19&-2, 5&0, 5
CC(CO)CN(Cc1ccccc1)C(=O)c1cnn2ccccc12 (stereo not given)
→ 3, 2, nt

Molecules from the list above containing sulfur, in the order listed:
Values in the order: hcGAS inh, NPYLR7 agonist, mcGAS lum
CCN1C(=O)C2(SC(C)(C)CN2C(=O)c2ccco2)c2cc(F)ccc21 (stereo not given)
→ -8, 3, -6
CN(CCNC(=O)C1CC(=O)N(C2CCCC2)C1)S(C)(=O)=O (stereo not given)
→ -5, -2, -16
CSCCCNC(=O)c1sc2cc3c(cc2c1Cl)OCO3
→ -2, -1, -3
Cc1cc(CCc2ccc(Cl)cc2)c(C(=O)O)s1
→ 2, -8, nt
CCOc1ccccc1N1CCN(C(=O)CSc2nc(Cl)cc(N3CCN(C(=O)c4cccc(OC)c4)C(C)C3)n2)CC1 (stereo not given)
→ 2, -10, 2
O=C1SC(c2ccccc2)=N/C1=C/c1ccco1
→ 1, 4, -5
COC(=O)Cn1c(=NC(=O)c2ccc(C(C)=O)cc2)sc2cc(C)ccc21
→ -8, 3, nt
CNS(=O)(=O)c1ccc(CN2CCN3CCNC(=O)C3C2)cc1 (stereo not given)
→ 1, 1, 6
CCN(Cc1nc(C(C)C)cs1)CC1CCCN(CCc2cccc(OC)c2)C1 (stereo not given)
→ -8, 2, -9
CN1CCC(Sc2nc3ncc(Br)cc3[nH]2)C1=O (stereo not given)
→ -19&-2, 5&0, 5

Next records follow:
Values in the order: hcGAS inh, NPYLR7 agonist, mcGAS lum
CCC(C)OC(=O)c1[nH]c2c(c1C)C(=O)C(C(=O)OC)C(C)C2 (stereo not given)
→ -6, 15, nt
CCOc1ccc(Nc2nc3ccccc3n2C(C)C)cc1
→ -3, -2, -5
O=C(Cc1cc(-c2ccc3c(c2)OCCO3)on1)NCc1cc(-c2cccs2)on1
→ 3, -1, 1
CCCc1cnc(C)nc1N1CCC2(CC1)C(=O)Nc1ccccc12
→ -6, -2, nt
CC(C)(C)C1CCc2c(sc(NC(=O)c3cc4nc(-c5ccc([N+](=O)[O-])cc5)cc(C(F)(F)F)n4n3)c2C#N)C1 (stereo not given)
→ -4, 3, -6
COC(=O)C1C(c2ccccc2)c2c([nH][nH]c2=O)CC1(C)O (stereo not given)
→ -4, -9, nt
c1ccc2c(c1)N1CCN=C1N2CCN1CCOCC1
→ 4, 3, nt
Cc1ccc2nc(N3N=C(c4ccc(Br)cc4)CC3c3ccc(Br)cc3)nc(-c3ccccc3)c2c1 (stereo not given)
→ -4, 15, -7
COc1ccc(CCNC(=O)c2cc(CC(C)c3ccccc3)no2)cc1 (stereo not given)
→ -7, 41, -11
O=C(c1ccc(C(F)(F)F)c(F)c1)N1CCC(CCc2ccc(-c3ccccc3)cc2)CC1
→ 3, 10, -4
O=C(NCc1ccccc1)NCC1CCCN(Cc2ccccn2)C1 (stereo not given)
→ 2, -2, nt
Cc1ccccc1-n1ccnc1SCC(=O)Nc1ccc2c(c1)OCO2
→ -13, 9, -5
CCc1nc2c(OCc3ccc(C(=O)OC)cc3)cccn2c1N(C)C(=O)C(C)C
→ 2, -3, -1
CSc1nc(=O)[nH]c(C)c1C(=O)OCC(=O)N(C)Cc1ccccc1C
→ -5, -7, nt
O=C(NC1C2CCOC2C12CCC2)C1(c2ccccc2)CC1 (stereo not given)
→ -6, 1, -4
O=C1C(=O)N(Cc2ccc(Cl)c(Cl)c2)c2ccccc21
→ -8, 9, nt
Cc1nc(C)c(CC(=O)NCc2cccc(OC(F)(F)F)c2)s1
→ -5, -1, -11
OCC1(Cc2cccc(Cl)c2)CCCN(Cc2ccc(F)c(F)c2)C1 (stereo not given)
→ -1, 5, nt
CN=c1scc(-c2ccccc2)n1N=Cc1ccco1
→ -11, 0, nt
Cc1cccn2c(=O)nc(SCC(=O)N3CCCc4ccccc43)nc12
→ 1, 27, nt
CCc1nc2c(OCc3ccccc3)cccn2c1N(C)C(=O)c1ccc(OC)cc1
→ 5, -8, 3
NC(=O)c1csc(N2CC[C@@H](c3ccc4ccccc4c3)[C@H](O)C2)n1
→ -9, 16, nt
CC1CC(O)C(C)(C)N(C)C1 (stereo not given)
→ 0, -4, nt
COc1cccc(-c2nc(CSc3n[nH]c(=O)c4cc(-c5ccco5)nn34)c(C)o2)c1OC
→ 0, nt, -4
CCN(CCc1ccccc1)C(=O)Nc1cccc(NC(=O)COC)c1
→ -7, -2, nt
O=C(Nc1ccc2c(c1)OCO2)N1CCC(CO)(CC2CCCCO2)CC1 (stereo not given)
→ -2, 11, -5
O=C(CCN1CCCCO1)N(Cc1ccc2c(c1)OCO2)C1CCCC1
→ 1, -11, nt
CCCCN(C(=O)C(C)C)c1c(N)n(CCC)c(=O)[nH]c1=O
→ -5, 12, -5
CCS(=O)(=O)N1CCC2(CC1)OCCN2S(=O)(=O)c1ccc(C)cc1
→ -4, 10, nt
COc1nc(N)c(C#N)c(-c2ccc(N(C)C)cc2)c1C#N
→ -9, 3, -8

Continued:
Values in the order: hcGAS inh, NPYLR7 agonist, mcGAS lum
CNS(=O)(=O)c1cc(C(=O)O)n(C)c1
→ -6, 3, -5
COc1ccccc1-n1cc(C(=O)NCC2(C)CC(C)=NO2)cn1 (stereo not given)
→ -4, 13, nt
Cc1cc(C)nc(Cc2nc3scc(C(C)C)c3c(=O)[nH]2)n1
→ -6&-9, 5&-25, nt
O=C(Nc1ccnn1C1CCN(Cc2ccc(-c3cccc(Cl)c3)o2)CC1)C1CC1
→ 1, 0, nt
COc1cccc(-c2nnc(NC(=O)C3CCCN3S(=O)(=O)CC34CCC(CC3=O)C4(C)C)s2)c1 (stereo not given)
→ -4, 10, -5
COc1ccc(OCCN2CCC(C(=O)NC(c3ccc(-c4ccccc4)cc3)c3cnccn3)CC2)cc1 (stereo not given)
→ 2, 3, -2
Cc1ccc(-n2c(N)c(C#N)c3nc4ccccc4nc32)cc1C
→ 0, -2, 3
C=CCn1c(SCc2ccccc2OC)nnc1-c1ccccc1F
→ -5, 6, -4
OC(c1ccc(F)cc1)c1ncc(-c2cccc3ccccc23)[nH]1 (stereo not given)
→ -8, -1, nt
Nc1nn2c(-c3ccccc3)cc(-c3ccccc3)nc2[n+]1CC(=O)c1ccccc1
→ -6, -3, -8
COc1cn(CC(=O)Nc2ccc(C)cc2C)c(CSc2nnnn2C)cc1=O
→ -5, -5, -9
O=C(C1=C2SC=C(c3ccc(Br)cc3)N2CC1)c1ccc2c(c1)OCO2
→ -5, -2, nt
Cc1ccc(C2=NOC(CN(Cc3cccc(F)c3)C(=O)C3CCCC3)C2)cc1 (stereo not given)
→ -9, 19, -8
CCn1c(C)cc(C(=O)N2CCN(S(=O)(=O)c3c(Cl)cccc3Cl)CC2)c1C
→ -4, 1, -19
COCCN(Cc1ccc2c(c1)CCO2)CC1CCCN(C2Cc3ccccc3C2)C1 (stereo not given)
→ -5, 2, -8
C=C(Cl)CSc1nc(CC(=O)OC)cc(=O)[nH]1
→ -5, -6, nt
CC(=O)Nc1cccc(-c2ccc(Cn3ccnc3)cc2)c1
→ -3, nt, -14
O=c1c(Br)nn(Cc2ccon2)c2ccccc12
→ -5, 10, nt
COc1ccc(Cl)cc1CS(=O)(=O)Cc1noc(C)n1
→ -6, 22, -16
O=C1CN(CCOc2ccc(Br)cc2)CCN1
→ 1&-3, -9&5, nt
CC(C)N(CC(=O)N1c2ccccc2-n2cccc2C1c1cccc(Cl)c1)C(=O)COc1ccc(Cl)cc1 (stereo not given)
→ -1, -3, -2
COc1ccc(-c2ccc(NS(=O)(=O)c3cc(C)c(C)cc3OC)cc2)nn1
→ -7, -1, -7
Cc1ccccc1C(C(=O)N1CCCOCC1)N(C)C (stereo not given)
→ -6, 4, nt
CC(C)(O)C#Cc1cccc(C(=O)NCCN2Cc3ccccc3OC(c3ccsc3)C2)c1 (stereo not given)
→ -11, 9, nt
COc1cccc(C(CN2CCN(C(=O)Nc3ccc(CC#N)cc3)CC2)OCc2cccc(Cl)c2)c1 (stereo not given)
→ -6, -5, -6
COc1ccccc1C(CC(=O)NCCc1ccccc1)c1cn(C)c2ccccc12 (stereo not given)
→ -3, 11, -3
CCOc1ccccc1NC(=O)Cn1ccc2ccn(Cc3ccccc3)c2c1=O
→ -4, -7, nt
Nc1nc(C(F)(F)F)nn1C(=O)c1ccc(Br)o1
→ -7&-12, 2, -6
Cc1ccc(C(=O)ON=C(N)Cc2ccc(Cl)c(Cl)c2)cc1
→ 0, -7, -7
CC(C)C(NCC(=O)Nc1ccc(N2CCCC2=O)cc1)c1ccccc1 (stereo not given)
→ 0, 6, -4

Next records.
Values in the order: hcGAS inh, NPYLR7 agonist, mcGAS lum
CCOc1ccc(N2C(=O)C(=Cc3ccc(O)cc3)SC2=S)cc1
→ -3, -8, -1
COc1ccccc1-n1nc(C(C)C)nc1Cn1ccc(=O)[nH]c1=O
→ -7, nt, -11
COc1cc2ccccc2cc1-c1nc(-c2nonc2N)no1
→ 2, 6, nt
CC(C)CNc1ccc2c(n1)C(=O)N([C@H](C)C(=O)NCc1ccc(F)cc1)C2
→ -9, 3, nt
CCOC(=O)C1CCCN(C(=O)c2csc(CSc3nnc(-c4ccncc4)n3-c3ccccc3OC)n2)C1 (stereo not given)
→ -2, 22, -4
Cc1ccc(Cl)c2sc(=NC(=O)CN3C(=O)c4ccccc4C3=O)n(C)c12
→ -6, 6, -7
O=C(c1cccc(F)c1)N1CCCC(c2n[nH]c(=O)n2-c2ccccc2)C1 (stereo not given)
→ -3, 6, nt
CC(NC(=O)CCl)c1cc2ccccc2o1 (stereo not given)
→ -2, -1, 3
Cc1ccc(Cl)c(C(=O)N2CCN(c3nccc(-c4ccco4)n3)CC2)c1F
→ -3, 1, -7
O=C(NCCN1CCCC1)c1cc2n(n1)CCN(Cc1ccc(Cl)c(Cl)c1)C2=O
→ -6, -1, -4
N#CCSc1nnc(-c2ccccc2)c2ccccc12
→ -4, -1, nt
CC(C)C1CN(C(=O)NCc2cccnc2N(C)C)CCS1 (stereo not given)
→ -4, 3, nt
CCc1cccc2c(C(CC(=O)O)c3ccc(OC)cc3OC)c[nH]c12 (stereo not given)
→ 0, 9, nt
O=[N+]([O-])c1cn(-c2nc(-c3ccccc3)cc(C(F)(F)F)n2)cn1
→ -1, -2, nt
O=C(O)c1coc(CN(Cc2ccoc2)Cc2cccc(C(F)(F)F)c2)n1
→ -7, 9, -6
N#Cc1c[nH]n2c(NC3CCCC3)c(-c3ccc(Br)cc3)nc12
→ -8, 0, nt
CC1(C(=O)O)CCCN1C(=O)c1ccoc1 (stereo not given)
→ -16, -2, nt

Screening data from PubChem.
